Bioassay records (PubChem BioAssay)
DNMT1 block = blocks human DNA methyltransferase DNMT1; 0.83% of 360,000 active; DNMT1 molecular beacon, Hinp1I cleavage, fluorescence; inhibition (reported as % activation of signal), % at 10 µM; in the data active = inhibition above about 50%
STEP block = inhibitors of human striatal-enriched phosphatase STEP; P54829; recombinant STEP, OMFP fluorogenic substrate, fluorescence; inhibition, % at 20 µM; 0.25% of 360,000 active; AID 588621;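 active = inhibition at 20 µM, scaled per plate between control wells, above about 37%, limit read from the data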;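 also: 0% = DMSO with enzyme and substrate and 100% = substrate only without enzyme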
Target sequence (P54829 whole entry, looked up): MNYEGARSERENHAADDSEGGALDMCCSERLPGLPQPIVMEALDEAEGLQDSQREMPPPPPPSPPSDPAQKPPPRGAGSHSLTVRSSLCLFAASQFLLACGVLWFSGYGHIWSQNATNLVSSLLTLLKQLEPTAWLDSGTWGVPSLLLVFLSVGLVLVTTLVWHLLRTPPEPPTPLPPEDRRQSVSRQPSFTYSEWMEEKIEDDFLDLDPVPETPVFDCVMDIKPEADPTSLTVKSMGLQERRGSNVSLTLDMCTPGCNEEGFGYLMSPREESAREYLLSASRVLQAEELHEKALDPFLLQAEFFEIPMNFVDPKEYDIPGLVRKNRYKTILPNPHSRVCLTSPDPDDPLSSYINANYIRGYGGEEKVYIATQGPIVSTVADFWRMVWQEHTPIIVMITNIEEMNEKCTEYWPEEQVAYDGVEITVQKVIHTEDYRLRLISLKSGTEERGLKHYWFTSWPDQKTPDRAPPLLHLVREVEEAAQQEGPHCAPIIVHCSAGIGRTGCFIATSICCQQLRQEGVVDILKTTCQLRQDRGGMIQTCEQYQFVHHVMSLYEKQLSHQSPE
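Assay system: isolated STEP enzyme / Timing: 20 min at room temperature, dark / Doses: 20 µM, 1% DMSO / Technique: fluorescence intensity, excitation 480 nm, emission 540 nm / Reagent: fluorogenic phosphatase substrate OMFP at 25 µM final / Measure: percent inhibition scaled to no-enzyme and uninhibited-enzyme controls, plate-pattern corrected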
LMPTP inh = blocks human LMPTP phosphatase | recombinant LMPTP-A, OMFP fluorogenic substrate, fluorescence intensity | inhibition, % at 20 µM | 0.22% of 360,000 active | AID 651560;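 active = compounds that cut the enzyme signal by at least half of the control window in the single-dose screen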;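 also: plate controls were DMSO wells with enzyme plus substrate for no effect and substrate without enzyme for full effect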
Target sequence (P24666 whole entry, looked up): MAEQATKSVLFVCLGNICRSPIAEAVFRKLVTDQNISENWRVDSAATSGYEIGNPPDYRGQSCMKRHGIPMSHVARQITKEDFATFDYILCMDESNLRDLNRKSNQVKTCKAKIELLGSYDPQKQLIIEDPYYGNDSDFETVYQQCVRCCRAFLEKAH
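Test system: LMPTP-A, protein tyrosine phosphatase of low molecular weight; Input: 0.625 nM enzyme; Incubation: 50 min dark incubation at room temperature; Signal: endpoint fluorescence intensity from OMFP dephosphorylation; Read-out basis: % inhibition versus control wells.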
bovine MsrA act = activates bovine MsrA enzyme; purified bovine MsrA, absorbance read-out; activation, % at 10.6 µM; 0.3% of 360,000 active; in the data active = activation above about 7.5%;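 also: 0% = vehicle and 100% = reference activator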
Scp1 inh = inhibitors of human Scp-1 phosphatase. Q9GZU7. Recombinant Scp1, phosphopeptide, malachite green phosphate absorbance. inhibition, % at 20 µM. 0.88% of 340,000 active. AID 493091;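 active = inhibition above about 50% at 20 µM, limit read from the data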;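 also: plate controls were DMSO wells with enzyme for no effect and wells lacking enzyme for full effect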
Target sequence (Q9GZU7 76-261 limits assumed): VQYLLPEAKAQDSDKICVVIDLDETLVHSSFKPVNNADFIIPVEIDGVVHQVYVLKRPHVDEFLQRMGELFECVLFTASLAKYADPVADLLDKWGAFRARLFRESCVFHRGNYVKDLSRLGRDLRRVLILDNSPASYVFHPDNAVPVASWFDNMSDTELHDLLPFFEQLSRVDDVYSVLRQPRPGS
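assay system = SCP-1 phosphatase catalytic domain, residues 76-261 | buffer or medium = 50 mM Tris acetate pH 5.5, 0.005% Tween-20, 10 mM MgCl2 | incubation = enzyme reaction 45 min at room temperature, colour 5 min, stabilisation 30 min | signal = Phosphate-binding colour reagent, absorbance read at 630 nm | measure = % inhibition at 20 µM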
TbMetRS inhib = blocks T. brucei methionyl-tRNA synthetase activity; purified T. brucei MetRS, ATP depletion, Kinase-Glo luminescence; inhibition, % at 11.9 µM; 0.4% of 360,000 active; AID 624268;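 active = inhibition above a per-plate cutoff of the control wells' mean inhibition plus 3 SD, cut at about 5.5% in these data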;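 also: 0% = DMSO wells median and 100% = median of wells with control inhibitor compound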
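System: purified T. brucei MetRS enzyme / Detection: Kinase-Glo luciferase luminescence reporting remaining unconsumed ATP / Medium: HEPES buffer with MgCl2, KCl, DTT, spermine, BSA, pyrophosphatase / Replication: singlicate, one well per compound / Evaluation: percent inhibition relative to median high and low control wells / Schedule: 2 h aminoacylation at 25 °C after 15 min preincubation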
MsrA inh = bovine MsrA inhibition | purified bovine MsrA, absorbance read-out | 0.75% of 360,000 active | inhibition, % at 15.5 µM; in the data active = inhibition above about 4.5%;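 also: 0% = vehicle wells with enzyme and 100% = reference inhibitor wells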
SUMO1-SIM PPI = alters human SUMO1 binding to SIM partners. P63165. SUMO1 binding to a labelled peptide, TR-FRET, 1 h. inhibition, % at 20 µM. 0.33% of 360,000 active. AID 602429; in the data active = inhibition above about 37%
Target sequence (P63165 whole entry, looked up): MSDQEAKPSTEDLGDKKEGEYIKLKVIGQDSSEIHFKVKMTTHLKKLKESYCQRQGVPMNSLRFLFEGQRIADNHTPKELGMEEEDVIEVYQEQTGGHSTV
E coli Lon inh = E. coli protease La inhibition | purified E. coli Lon protease, fluorescence polarization | P0A9M0 | 0.42% of 360,000 active | AID 602123 | inhibition, % at 7.94 µM; in the data active = inhibition above about 13%, passing the limit was not always enough;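 also: 0% = enzyme with probe and DMSO and 100% = no enzyme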
NRP1-CendR mod = modulators of CendR peptide binding to human neuropilin-1; FAM-RPARPAR peptide binding to NRP-1, fluorescence polarization; inhibition, % at 25 µM; 0.85% of 360,000 active; AID 602438;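 active = inhibition or corrected inhibition above about 18%, plus a signal ratio from 0.5 to 1.5, limit read from the data, passing the limit was not always enough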; also: strong numbers were not always called active
* = called active by the depositor; x = no result given.

DNMT1 block,STEP block,LMPTP inh,bovine MsrA act,Scp1 inh,TbMetRS inhib,MsrA inh,SUMO1-SIM PPI,E coli Lon inh,NRP1-CendR mod,canonical_smiles
-18,-4,3.2,0,-4,4.2,0.0,13,-4,4,N#Cc1c(N)n(CCOC(=O)c2cccc(Br)c2)c2nc3ccccc3nc12
-1,-1,0.1,-4,-2,-1.7,0.1,-1,-1,-6,CC(C)Oc1ccc(CNCC2(O)CCOC(C)(C)C2)cc1 (centres undefined)
-4,15,0.2,-1,-2,-0.4,-0.2,4,-12,36*,CC(=O)Nc1ccc(CNc2ncnc3ccc(-c4c(C)noc4C)cc23)cc1
2,0,0.5,-3,x,0.2,0.1,1,-17,-5,O=C(N/C=C/n1cnc2cc(C(F)(F)F)ccc21)c1ccc(F)cc1
-1,-3,-0.2,-1,-6,-0.1,1.0,-13,3,-2,Cc1cc(NC(=O)c2nn(C)c(C)c2[N+](=O)[O-])no1
-2,0,-0.5,8.9*,-8,-0.1,0.2,-3,3,2,COC(=O)c1ccc(C2=NOC(C)(c3nnc(Cc4ccccc4)o3)C2)cc1 (centres undefined)
-2,-3,2.7,-1,-3,-0.9,0.8,-2,3,5,COc1ccc(C(=O)N2CCC(C(=O)Nc3ccc(C)cc3)CC2)cc1
1,0,-0.4,-3,3,-0.6,1.6,-2,-5,2,COc1cccc(C(C(=O)NC(C)(C)C)N(Cc2ccco2)C(=O)CCC(=O)Nc2cc(C)on2)c1OC (centres undefined)
0,0,-0.3,-3,-10,-0.8,-1.4,0,-1,3,CS(=O)(=O)N(CC(=O)Nc1ccccc1-c1ccccc1)c1ccc(F)cc1
2,-1,-0.5,-4,-3,0.3,-0.1,7,0,4,CCOC(=O)c1c(S(=O)(=O)NCC(=O)Nc2cc(C)ccc2C)c(C)n(C)c1C
1,2,-0.3,-3,-5,-0.6,0.4,28,-6,7,CC(C)c1ccc(NC(=O)NC2(C(=O)NCc3cccnc3)CCCCC2)cc1
3,1,-0.2,-7,-2,-0.8,1.5,2,-3,-5,Cc1nc2ccn(Cc3ccccc3)c(=O)c2cc1C(=O)N1CCN(c2ccccc2)CC1
19,-1,9.1,-1,-10,-0.9,x,0,-1,-8,O=C(Cn1nnc(-c2ccccc2NC(=O)c2ccco2)n1)Nc1ccccc1
4,2,0.7,-2,-2,-0.2,0.3,-21,-1,-6,O=C(c1ccc2c3n(nc2c1)-c1ccc(Cl)cc1CO3)N1CCCCC1
-5,-4,1.7,0,-6,0.3,x,1,-7,0,O=C(c1[nH]nc2c1CCc1ccccc1-2)N1CCN(Cc2ccc3c(c2)OCO3)CC1
0,-3,-0.3,-4,-3,-0.7,-0.3,2,3,9,COc1cccc(NC(=O)CCNC(=O)N2CC(=O)Nc3ccccc32)c1
4,-1,1.6,-7,x,-0.4,-0.9,2,-5,3,COc1cccc(-c2cnc(C(O)c3ccc(Cl)cc3C)[nH]2)c1 (centres undefined)
-2,-3,-1.7,-2,-10,-0.2,0.2,5,-9,4,CCOc1ccc(C(=O)O)cn1
1,0,0.6,-9,4,-1.4,-0.4,-18,12,-6,COc1ccc(NC(=O)c2ccc(C)o2)c([N+](=O)[O-])c1
-6,0,0.4,-1,-9,-0.2,3.1,0,-1,0,Cc1ccc(NC(=O)c2ccccc2-c2ccc(C(F)(F)F)cc2)cc1S(=O)(=O)N1CCOCC1
3,-3,0.8,-5,-7,0.5,-0.1,-16,-12,-33,CCC(=O)Nc1ccc(C(=O)Nc2ccc(OC)cc2[N+](=O)[O-])cc1
-1,-1,2.8,-2,-8,-0.6,0.9,0,-2,6,Cc1ccc(C(=O)OCC(=O)N2CCC(c3ccccc3)=N2)c(C)c1
-1,0,-0.1,-1,4,-0.2,-2.3,-4,2,12,CC1CCN(c2nc3c(=O)[nH]c(N)nc3n2[C@@H]2O[C@H](CO)[C@@H](O)[C@H]2O)CC1
1,-2,2.7,-2,-10,-0.2,-1.6,-1,2,-7,Cc1ccc(C)c(NC(=O)CCN2CCCCC2)c1
-1,4,0.9,-2,-5,0.3,-1.7,-12,0,-5,COCCN(C(=O)COC(=O)c1cc2ccccc2cc1OC)c1c(N)n(Cc2ccccc2)c(=O)[nH]c1=O
2,-1,-1.4,-6,-3,-1.2,-0.5,-16,4,5,CC1=C(n2nnc([N+](=O)[O-])n2)C(c2cccnc2)C(C#N)=C(N)O1 (centres undefined)
8,-2,0.1,-10,0,-2.0,0.3,0,4,4,CC(=O)N(c1nnc(-c2cccc(C)c2)s1)C1CCCC1
0,1,-2.2,-2,-8,-0.2,-0.3,-4,-5,12,CCOC(=O)CC1C(=O)NCCN1S(=O)(=O)c1ccc(Cl)cc1Cl (centres undefined)
1,0,-0.4,5,x,0.0,2.6,5,-12,-10,CCOc1ccccc1NC(=O)C1CCCN1S(=O)(=O)c1ccc2c(c1)C(C)(C)C(=O)N2C (centres undefined)
-3,5,-0.8,-8,2,-0.8,1.1,0,-6,14,O=C(NC1CCCCCC1)C1CCN(c2nc3ccccc3o2)CC1
0,-1,0.5,-8,-1,-0.3,0.8,1,-5,5,CC(=O)N1CCC(=NNc2nc3ccccc3s2)CC1
-7,2,3.6,2,-2,0.2,0.2,1,-6,-4,COc1ccc(NC(=S)NCCSc2ccc(C)cc2)c(OC)c1
2,-1,-0.2,-2,-3,-0.5,0.6,2,-4,-3,CCOC(=O)N1CCN=C1SCc1ccc(C(F)(F)F)cc1
3,0,1.5,-1,0,0.4,-0.9,2,0,-43,CC(C)(C)NC(=O)NC(=O)CN1CCN(c2ncc(C(F)(F)F)cc2Cl)CC1
0,-1,2.3,-4,-8,-0.3,-0.7,9,-2,1,CCOC(=O)c1nc(C)nc(Sc2n[nH]c(-c3cc(Cl)cc(Cl)c3)n2)c1C
0,1,0.8,0,-3,-0.7,0.0,-29,-10,1,Cc1ccc(NC(=O)CSc2ncccn2)c([N+](=O)[O-])c1
6,-2,-0.7,-9,6,-0.3,0.3,2,-4,-7,CCC(C)NC(=O)CCSCCC(=O)NC(C)CC (centres undefined)
2,2,0.3,-11,0,-0.4,-0.7,-3,-12,-5,O=C(Nc1ccccn1)NC(C(F)(F)F)C(F)(F)F
1,-2,-1.1,-4,-4,0.1,-0.9,-2,-10,1,CC(=O)c1ccc2c(c1)OCCOCCOCCO2
-5,0,3.4,-2,3,-0.2,-1.2,-2,-17,2,CCOC(=O)CCCC(=O)Nc1ncnc2c1C(c1ccccc1)c1c(ccc3ccccc13)O2 (centres undefined)
x,x,-1.0,x,x,0.0,-0.1,-4,x,11,CCC(C(=O)NC(C)(C)C)n1c(-c2ccc(C)cc2)nc2ccccc21 (centres undefined)
-4,-2,0.0,-5,11,0.2,-1.5,-24,-4,6,COc1ccc(CCNC(=O)C2CCN(S(=O)(=O)c3cccc4nonc34)CC2)cc1OC
0,-1,0.4,-13,10,-0.8,1.5,1,-7,-7,COc1ccc(CN(C)C(=O)Cn2cnc3c(NCc4ccccc4)ncnc32)cc1OC
0,0,1.9,-2,-2,0.7,-0.4,-2,4,6,CC1(C(=O)NC(=S)N(Cc2ccccc2)c2ccccn2)CC1(Cl)Cl (centres undefined)
-18,-1,2.0,-3,2,0.7,1.7,5,-9,-27,CCc1nc(Nc2ccc3nccnc3c2)c2oc3ccccc3c2n1
-7,0,-0.5,-3,-4,0.8,-0.1,-20,-1,-5,CCOc1ccc(C(=O)C[n+]2ccc(C(=O)NCc3ccccc3)cc2)cc1
9,-4,-0.9,-1,-7,0.3,-1.6,-1,1,2,CC1(c2ccc3ccccc3c2)NC(=O)N(CC(=O)NCC(C)(C)N2CCOCC2)C1=O (centres undefined)
5,0,0.5,-3,-5,1.5,1.2,-7,1,1,O=[N+]([O-])c1ccc2c(c1)C=C1CCCCC1(N1CCCC1)O2 (centres undefined)
-1,1,0.6,-1,1,-0.2,-1.4,-6,-4,9,COc1ccc(S(=O)(=O)N(C)CC(=O)N2CCCC2)cc1OC
0,-4,-0.6,2,6,-0.3,0.3,5,2,1,Cc1ccc(Cn2ccc(NC(=O)C3C4CCC(C4)C3C(=O)O)n2)cc1 (centres undefined)

Complete entries from above. Order of values: DNMT1 block	STEP block	LMPTP inh	bovine MsrA act	Scp1 inh	TbMetRS inhib	MsrA inh	SUMO1-SIM PPI	E coli Lon inh	NRP1-CendR mod
CCOc1ccc(C(=O)C[n+]2ccc(C(=O)NCc3ccccc3)cc2)cc1 is listed with -7	0	-0.5	-3	-4	0.8	-0.1	-20	-1	-5
CC1(c2ccc3ccccc3c2)NC(=O)N(CC(=O)NCC(C)(C)N2CCOCC2)C1=O (centres undefined) is listed with 9	-4	-0.9	-1	-7	0.3	-1.6	-1	1	2
Cc1ccc(Cn2ccc(NC(=O)C3C4CCC(C4)C3C(=O)O)n2)cc1 (centres undefined) is listed with 0	-4	-0.6	2	6	-0.3	0.3	5	2	1
CC1(C(=O)NC(=S)N(Cc2ccccc2)c2ccccn2)CC1(Cl)Cl (centres undefined) is listed with 0	0	1.9	-2	-2	0.7	-0.4	-2	4	6
COc1ccc(S(=O)(=O)N(C)CC(=O)N2CCCC2)cc1OC is listed with -1	1	0.6	-1	1	-0.2	-1.4	-6	-4	9

Continued.
DNMT1 block,STEP block,LMPTP inh,bovine MsrA act,Scp1 inh,TbMetRS inhib,MsrA inh,SUMO1-SIM PPI,E coli Lon inh,NRP1-CendR mod,canonical_smiles
-4,3,3.7,-3,-6,-0.1,0.1,-11,-4,-19,CCN=C1S/C(=C\c2cn(CC)c3ccccc23)C(=O)N1CC
1,-2,1.1,-2,-7,-0.2,3.1,-9,5,-16,CSc1nnc2c(n1)c(C)nn2-c1cccc(C)c1
2,-2,-0.6,-3,3,1.9,1.3,-18,1,10,Clc1ccc(CONc2ncnc3nonc23)c(Cl)c1
-3,3,0.9,-6,-3,-0.1,0.1,3,1,14,CCNC(=S)N(CCc1cccc(C)c1)Cc1cc2cc(OC)c(OC)cc2[nH]c1=O
10,3,-0.9,-3,-7,0.4,-0.3,0,2,-15,CC(OC(=O)C(C)N1C(=O)C2C3C=CC(C4CC34)C2C1=O)C(=O)c1ccccc1 (centres undefined)
0,-2,1.2,-5,-5,-0.2,-1.2,-2,4,-1,Cc1ccc(NC2CCCN(C(=O)CSc3ccccn3)C2)cc1C (centres undefined)
-39,-2,3.4,1,-2,1.1,1.5,14,-10,-22,Cc1nc(N)sc1-c1csc(Nc2ccc(Cl)cn2)n1
0,-4,-1.4,-4,-7,-0.5,-0.3,2,3,-4,COc1ccc(S(=O)(=O)NNC(=O)c2cc3ccccc3o2)cc1
1,2,-0.1,-3,-3,-0.2,2.4,-1,-1,2,COc1ccc(OC)c(C2NC(=S)NC(C)=C2C(=O)Nc2ccccn2)c1 (centres undefined)
0,7,-1.3,-2,-4,1.1,0.0,2,1,-4,Cc1ccc(-n2c(=O)c3sccc3n(CC(=O)N3CCCC3)c2=O)cc1
1,1,1.1,0,-2,-0.5,1.3,1,-1,0,Cc1cccc(CC(=O)N2CCN(C(=O)c3ccco3)CC2)c1

The order is random. Share with any hit: about 4.3%.
